M4 PAM – human M4 muscarinic receptor positive allosteric modulators, primary screen, CHO-K1 cells, Fluo-8 calcium fluorescence; 0.4% of 360,000 active; activation, % at 3 µM; CHO-K1 hM4/Gqi5, ACh EC20; 0% = ACh EC20, 100% = maximal ACh; Muscarinic acetylcholine receptor M4 (Homo sapiens), P08173;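 active = activation above its plate's cutoff, the mean activation of sample wells plus 3 SD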; also: some results filed as inactive read as strong as hits
CHRM5 antagonist – human M5 muscarinic receptor antagonists, primary screen, CHO cells, Fluo-8 calcium fluorescence | Muscarinic acetylcholine receptor M5 (Homo sapiens), P08912 | CHO-hM5 cells, ACh EC80 | inhibition, % at 3 µM | 0.59% of 360,000 active;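 active = inhibition above a per-plate cutoff, the mean of that plate's test compounds plus 3 SD, cut at about 27% in these data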;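 also: 0% = acetylcholine EC80 with DMSO and 100% = DMSO without agonist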
Target sequence (P08912 whole entry, looked up): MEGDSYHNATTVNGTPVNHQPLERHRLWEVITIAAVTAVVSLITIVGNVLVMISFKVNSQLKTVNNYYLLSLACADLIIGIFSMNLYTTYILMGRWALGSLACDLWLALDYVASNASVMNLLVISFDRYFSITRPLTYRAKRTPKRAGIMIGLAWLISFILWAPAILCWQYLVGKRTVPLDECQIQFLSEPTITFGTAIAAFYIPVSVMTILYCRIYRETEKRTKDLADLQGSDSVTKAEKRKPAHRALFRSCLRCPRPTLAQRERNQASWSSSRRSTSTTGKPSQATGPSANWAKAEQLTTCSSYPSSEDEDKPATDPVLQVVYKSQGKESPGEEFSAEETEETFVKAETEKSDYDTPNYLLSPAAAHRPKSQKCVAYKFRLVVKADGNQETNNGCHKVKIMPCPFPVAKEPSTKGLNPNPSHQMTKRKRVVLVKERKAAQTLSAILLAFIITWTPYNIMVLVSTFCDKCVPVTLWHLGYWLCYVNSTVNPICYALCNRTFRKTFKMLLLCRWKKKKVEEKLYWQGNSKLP
CHRM1 antagonist – human M1 muscarinic receptor antagonists, primary screen, CHO-K1 cells, Fluo-8 calcium fluorescence, 1536-well. CHO-K1 hM1, ACh EC80 antagonist. 1.3% of 360,000 active. inhibition, % at 3 µM;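 active = percent inhibition above its own plate's cutoff, namely the mean of that plate's compound wells plus 3 SD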;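 also: peak over basal fluorescence ratio during 140 s after agonist addition; 0% = ACh EC80 plus DMSO and 100% = DMSO alone without agonist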
Target sequence (P11229 whole entry, looked up): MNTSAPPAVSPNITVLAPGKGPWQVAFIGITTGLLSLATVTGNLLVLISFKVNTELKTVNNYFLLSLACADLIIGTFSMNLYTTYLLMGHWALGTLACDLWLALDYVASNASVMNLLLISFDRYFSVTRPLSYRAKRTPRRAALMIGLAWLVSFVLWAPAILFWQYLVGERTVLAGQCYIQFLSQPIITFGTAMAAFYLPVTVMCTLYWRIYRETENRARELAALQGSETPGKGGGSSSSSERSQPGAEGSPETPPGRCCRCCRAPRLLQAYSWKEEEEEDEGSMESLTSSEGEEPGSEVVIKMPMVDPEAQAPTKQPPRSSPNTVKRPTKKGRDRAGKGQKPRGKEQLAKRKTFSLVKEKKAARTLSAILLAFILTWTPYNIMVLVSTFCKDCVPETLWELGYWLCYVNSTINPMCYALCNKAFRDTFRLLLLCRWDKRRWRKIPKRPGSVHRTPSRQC
M1 PAM – human M1 muscarinic receptor positive allosteric modulators, primary screen, CHO-K1 cells, Fluo-8 calcium fluorescence, 1536-well; CHO-K1 hM1, ACh EC20; 0% = ACh EC20, 100% = maximal ACh; Muscarinic acetylcholine receptor M1 (Homo sapiens), P11229; AID 588819, 2011; activation, % at 3 µM; 0.088% of 360,000 active; in the data active = activation above about 19%, passing the limit was not always enough
CRFBP-R2 agonist – agonists of CRF-BP/CRF-R2 complex, primary screen, cell-based, HEK293, calcium dye fluorescence, uHTS | 0.46% of 350,000 active | AID 588473, 2011 | CRF-binding protein / CRF receptor 2 complex (human) | activation, % at 13.2 µM | calcium dye fluorescence (FLIPR); percent of saturating CRF peptide response;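 active = activation of at least 50%, plus an integration ratio under a set limit after plate pattern correction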;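 also: plate controls were neutral control wells without compound for no effect and CRF at EC100 for full effect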
CHRM4 agonist – human M4 muscarinic receptor agonists, primary screen, CHO-K1 cells, Fluo-8 calcium fluorescence; AID 624127, 2012; activation, % at 3 µM; CHO-K1 hM4/Gqi5; vehicle 0%, full acetylcholine response 100%; Muscarinic acetylcholine receptor M4 (Homo sapiens), P08173; 0.14% of 360,000 active;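 active = activation above the run mean over all test wells plus 3 SD, cut at about 32% in these data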;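 also: peak over basal fluorescence ratio per well then scaled between controls; 0% = DMSO wells and 100% = acetylcholine at EC100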
M4 antag – human M4 muscarinic receptor antagonists, primary screen, CHO cells, Fluo-8 calcium fluorescence. inhibition, % at 3 µM. 0.73% of 360,000 active. CHO-hM4 cells, ACh EC80. Muscarinic acetylcholine receptor M4 (Homo sapiens), P08173;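 active = inhibition above its plate's cutoff, the mean inhibition of sample wells plus 3 SD, cut at about 27% in these data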;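 also: 0% = acetylcholine EC80 with DMSO and 100% = DMSO without agonist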
CHRM5 PAM – human M5 muscarinic receptor positive allosteric modulators, primary screen, CHO-K1 cells, Fluo-8 calcium fluorescence; AID 624038, 2012; Muscarinic acetylcholine receptor M5 (Homo sapiens), P08912; CHO-K1 hM5, ACh EC20 PAM; 0% = ACh EC20, 100% = ACh EC100; activation, % at 3 µM; 0.3% of 360,000 active;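 active = activation above the run cutoff, the mean activation of all test compounds plus 3 SD, cut at about 18% in these data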
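system = human M5 receptor in CHO-K1 cells | reagent = EC20 acetylcholine as agonist stimulus | compound dosing = single-point, 3 µM nominal | incubation = Fluo-8 loading 80 min at 37 °C plus 30 min room temperature | detection = Fluo-8 calcium dye fluorescence, kinetic read | benchmarks = low control EC20 acetylcholine (0%), high control EC100 acetylcholine (100%)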
M5 ag – human M5 muscarinic receptor agonists, primary screen, CHO-K1 cells, Fluo-8 calcium fluorescence; activation, % at 3 µM; CHO-K1 hM5 cells; 0% DMSO wells, 100% maximal acetylcholine response; 0.19% of 360,000 active; AID 624037, 2012; Muscarinic acetylcholine receptor M5 (Homo sapiens), P08912;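 active = activation above the run's mean over test compounds plus 3 SD, cut at about 23% in these data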;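 also: signal is peak over basal fluorescence ratio across the kinetic read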
* marks the source's active call; other numbers are inactive results; & = joins results of further samples.

COc1ccc(C(=O)NC2CC(C)(C)Cc3c2cnn3-c2ccccc2C)c(OC)c1OC (stereo not drawn) was read as M4 PAM -6, CHRM5 antagonist 4, CHRM1 antagonist -9, M1 PAM 8, CRFBP-R2 agonist 0.1, CHRM4 agonist 4, M4 antag 2, CHRM5 PAM -1 and M5 ag 3.
Screening O=C(c1ccc2c(c1)C(=O)N(Cc1ccncc1)C2=O)N1CCN(S(=O)(=O)c2ccc(OC(F)(F)F)cc2)CC1 returned M4 PAM 1, CHRM5 antagonist 12, CHRM1 antagonist 4, M1 PAM 1, CRFBP-R2 agonist 0.4, CHRM4 agonist 0, M4 antag 4, CHRM5 PAM -5 and M5 ag 1.
Screening COC(=O)[C@]12CCCCC=C1N(Cc1ccc(Cl)cc1Cl)C(=O)[C@H](CC(=O)NCC13CC4CC(CC(C4)C1)C3)C2 returned M4 PAM 7, CHRM5 antagonist -2, CHRM4 agonist 1, M4 antag -2, CHRM5 PAM 4 and M5 ag 0.
For Cc1onc(-c2ccccc2)c1C(=O)Nc1ccc(OC(C)C)cc1 the results were M4 PAM -2, CHRM5 antagonist 3, CHRM1 antagonist -4, M1 PAM -2, CRFBP-R2 agonist -0.1, CHRM4 agonist -3, M4 antag -1, CHRM5 PAM -6 and M5 ag -6.
Cc1cc(Cl)c(S(=O)(=O)Nc2ccc(S(=O)(=O)N3CCOCC3)cc2)cc1OCC(N)=O was read as M4 PAM 2, CHRM5 antagonist 2, CHRM1 antagonist 1, M1 PAM 2, CRFBP-R2 agonist -1.0, CHRM4 agonist 0, M4 antag -13, CHRM5 PAM 5 and M5 ag -5.
For Cc1nn(-c2ccccc2)c2sc(C(=O)NC3CCCCC3)cc12 the results were M4 PAM 10, CHRM5 antagonist 1, CHRM1 antagonist 3, M1 PAM -5, CRFBP-R2 agonist -0.3, CHRM4 agonist 1, M4 antag -11, CHRM5 PAM -6 and M5 ag -3.
COCC(=O)N1CCC(Oc2ccc(C(=O)N3C[C@@H]4CCC[C@H]3C4)cc2)CC1 was read as M4 PAM 4, CHRM5 antagonist 3, CHRM1 antagonist 5, M1 PAM -5, CRFBP-R2 agonist 1.5, CHRM4 agonist 1, M4 antag -2, CHRM5 PAM 0 and M5 ag -2.
`Cc1cc(OCC(=O)OCC(=O)Nc2cc(S(=O)(=O)N3CCOCC3)ccc2Cl)ccc1Cl` gave M4 PAM 9, CHRM5 antagonist 3, CHRM1 antagonist -4, M1 PAM -2, CRFBP-R2 agonist 1.6, CHRM4 agonist 5, M4 antag -4, CHRM5 PAM -2 and M5 ag 6.
Screening Cc1ccc(NC(=O)c2cc(S(=O)(=O)N3CCCCC3)c[nH]2)cc1Cl returned M4 PAM 2, CHRM5 antagonist 1, CHRM1 antagonist -5, M1 PAM 3, CHRM4 agonist 2, M4 antag -6, CHRM5 PAM -4 and M5 ag 2.
O=S(=O)(Cc1ccccc1)N1CCN(C/C=C/c2ccccc2)CC1 was read as M4 PAM -6, CHRM5 antagonist 5, CHRM1 antagonist 18, M1 PAM -15, CRFBP-R2 agonist -0.4, CHRM4 agonist 1, M4 antag 9, CHRM5 PAM -3 and M5 ag -5.

2 compounds picked at random from those above:
Screening O=C(c1ccc2c(c1)C(=O)N(Cc1ccncc1)C2=O)N1CCN(S(=O)(=O)c2ccc(OC(F)(F)F)cc2)CC1 returned M4 PAM 1, CHRM5 antagonist 12, CHRM1 antagonist 4, M1 PAM 1, CRFBP-R2 agonist 0.4, CHRM4 agonist 0, M4 antag 4, CHRM5 PAM -5 and M5 ag 1.
COc1ccc(C(=O)NC2CC(C)(C)Cc3c2cnn3-c2ccccc2C)c(OC)c1OC (stereo not drawn) was read as M4 PAM -6, CHRM5 antagonist 4, CHRM1 antagonist -9, M1 PAM 8, CRFBP-R2 agonist 0.1, CHRM4 agonist 4, M4 antag 2, CHRM5 PAM -1 and M5 ag 3.

Remaining list, next part
Screening CN(C)c1nc2ncn(Cc3ccccc3)c2c(=O)[nH]1 returned M4 PAM 1, CHRM5 antagonist 9, CHRM1 antagonist 14, M1 PAM -3, CRFBP-R2 agonist 0.4, CHRM4 agonist 1, M4 antag 1, CHRM5 PAM -5 and M5 ag -1.
`CC1CCc2c(sc3ncn(Cc4ccc(C(=O)O)cc4)c(=O)c23)C1` (stereo not drawn) gave M4 PAM 3, CHRM5 antagonist -14, CHRM1 antagonist -1, M1 PAM 3, CRFBP-R2 agonist -0.7, CHRM4 agonist 0, M4 antag -12, CHRM5 PAM 14 and M5 ag -1.
Screening O=C(O)c1cccc(NC(=S)NC(NC(=O)c2ccccc2[N+](=O)[O-])C(Cl)(Cl)Cl)c1 (stereo not drawn) returned M4 PAM 3, CHRM5 antagonist -7, CHRM1 antagonist -5, M1 PAM 11, CRFBP-R2 agonist -0.9, CHRM4 agonist 0, M4 antag 6, CHRM5 PAM 7 and M5 ag -3.
Screening COCCSc1nnc(NS(=O)(=O)c2ccc(C)cc2)s1 returned M4 PAM -1, CHRM5 antagonist -6, CHRM1 antagonist 7, M1 PAM -5, CRFBP-R2 agonist -1.0, CHRM4 agonist 1, M4 antag -5, CHRM5 PAM -2 and M5 ag -1.
`COc1ccccc1CCn1cnc(-c2ccc(OC)c(OC)c2)c1C(C)C` gave M4 PAM -13, CHRM5 antagonist 3, CHRM4 agonist 13, M4 antag 16, CHRM5 PAM -13 and M5 ag -1.
For Cc1c(C#N)c(NC(=O)CCl)n(Cc2cccs2)c1C the results were M4 PAM 0, CHRM5 antagonist 11, CHRM1 antagonist 0, M1 PAM 4, CRFBP-R2 agonist 2.8, CHRM4 agonist 0, M4 antag 4, CHRM5 PAM 1 and M5 ag -2.
Screening O=C(NCCN1CCOCC1)c1ccc2c(c1)N(Cc1ccccc1F)C(=O)CS2 returned M4 PAM -17, CHRM5 antagonist 1, CHRM1 antagonist 59*, M1 PAM -18, CRFBP-R2 agonist -1.4, CHRM4 agonist 0, M4 antag 47*, CHRM5 PAM -8 and M5 ag -15.
Cc1ccc(NC(=O)C2(N3CCC3=O)CCCCC2)cc1 was read as M4 PAM 15, CHRM5 antagonist -1, CHRM1 antagonist -16, M1 PAM 10, CRFBP-R2 agonist -0.4, CHRM4 agonist 0, M4 antag 2, CHRM5 PAM 9 and M5 ag -4.
For CCN1CCN(C(=O)c2cc(COc3ccc(F)c(F)c3)on2)[C@@H](C)C1=O the results were M4 PAM 5, CHRM5 antagonist 2, CHRM1 antagonist -7, M1 PAM 1, CRFBP-R2 agonist 1.8, CHRM4 agonist 8, M4 antag -6, CHRM5 PAM -4 and M5 ag 6.
COc1cccc(CNC(=O)CCC2CCCN(C(=O)c3ccc(F)c(Cl)c3)C2)c1 (stereo not drawn) was read as M4 PAM 3, CHRM5 antagonist -1, CHRM1 antagonist 1, M1 PAM 6, CRFBP-R2 agonist -1.3, CHRM4 agonist 1, M4 antag -1, CHRM5 PAM 1 and M5 ag -3.
Screening O=C(c1ccc(Cl)cc1Cl)N1CCOCC1 returned M4 PAM 4, CHRM5 antagonist 17, CHRM1 antagonist -14, M1 PAM 12, CRFBP-R2 agonist -1.3, CHRM4 agonist 0, M4 antag 2, CHRM5 PAM -1 and M5 ag 0.
For O=C(c1ccccc1)N1CCN(c2ccc([N+](=O)[O-])cc2-n2cccc2)CC1 the results were M4 PAM 9, CHRM5 antagonist 2, CHRM1 antagonist -8, M1 PAM 7, CRFBP-R2 agonist -0.7, CHRM4 agonist 4, M4 antag -1, CHRM5 PAM -1 and M5 ag 0.
Screening COc1ccc(C(=O)O)cc1S(=O)(=O)N1CCN(Cc2ccc3c(c2)OCO3)CC1 returned M4 PAM 0, CHRM5 antagonist 26, CHRM1 antagonist 2, M1 PAM -1, CRFBP-R2 agonist 0.1, CHRM4 agonist 1, M4 antag 2, CHRM5 PAM -4 and M5 ag 0.
Screening C/C(N)=C(/C#N)C(=O)CSc1nnc(Nc2cccc(C)c2)s1 returned M4 PAM -5&-1, CHRM5 antagonist 6&8, CHRM1 antagonist -3&5, M1 PAM 0&-11, CRFBP-R2 agonist -3.3&-1.2, CHRM4 agonist 7&17, M4 antag -12&2, CHRM5 PAM -7&-11 and M5 ag 1&4.
For Cc1ccccc1NC(=O)COc1nsnc1N1CCOCC1 the results were M4 PAM -1, CHRM5 antagonist 3, CHRM1 antagonist -5, M1 PAM 4, CRFBP-R2 agonist 0.4, CHRM4 agonist 2, M4 antag -3, CHRM5 PAM -3 and M5 ag 1.
COc1ccc(NS(=O)(=O)c2ccc(C)c(C(=O)N3CCN(Cc4cc(OC)ccc4OC)CC3)c2)cc1 was read as M4 PAM 3, CHRM5 antagonist 9, CHRM1 antagonist -10, M1 PAM 5, CRFBP-R2 agonist -0.1, CHRM4 agonist 8, M4 antag -4, CHRM5 PAM -5 and M5 ag 0.
For CC(C)(C)c1ccc(C(CC(=O)O)NS(=O)(=O)Cc2ccccc2)cc1 (stereo not drawn) the results were M4 PAM 0, CHRM5 antagonist -2, CHRM1 antagonist -10, M1 PAM 10, CRFBP-R2 agonist -0.8, CHRM4 agonist 2, M4 antag 6, CHRM5 PAM -1 and M5 ag -1.
COc1ccccc1NC(=S)NCCc1ccccc1 was read as M4 PAM 8, CHRM5 antagonist -1, CHRM1 antagonist -6, M1 PAM 7, CRFBP-R2 agonist 4.0, CHRM4 agonist 0, M4 antag -9, CHRM5 PAM 1 and M5 ag -5.
`O=C(NCc1ccc(F)cc1)c1cnccn1` gave M4 PAM 1, CHRM5 antagonist -4, CHRM1 antagonist -15, M1 PAM 10, CRFBP-R2 agonist 0.0, CHRM4 agonist 1, M4 antag -7, CHRM5 PAM 4 and M5 ag -3.
O=C1NC[C@H](Cc2ccccc2)N(C[C@H]2CCCN2C[C@H](Cc2ccccc2)N2C[C@H](Cc3ccccc3)N(CC3CCCCCC3)C(=O)C2=O)C1=O was read as M4 PAM 11, CHRM5 antagonist -6, CHRM1 antagonist -8, M1 PAM 10, CRFBP-R2 agonist -0.3, CHRM4 agonist 0, M4 antag 1, CHRM5 PAM 0 and M5 ag -1.
`Cc1cccc2sc(NC(=O)CSc3nc4ccccc4o3)nc12` gave M4 PAM 5, CHRM5 antagonist -3, CHRM1 antagonist -6, M1 PAM 8, CRFBP-R2 agonist 3.0, CHRM4 agonist 0, M4 antag -7, CHRM5 PAM -3 and M5 ag 2.
Screening COc1ccc(Cl)cc1NC(=O)CCN1C(=O)C2C3C=CC(C4CC34)C2C1=O (stereo not drawn) returned M4 PAM -6, CHRM5 antagonist -12, CHRM1 antagonist 3, M1 PAM 1, CRFBP-R2 agonist -2.1, CHRM4 agonist 3, M4 antag 1, CHRM5 PAM 5 and M5 ag 4.

Screens as filed in PubChem BioAssay.
